# Assay outcomes from PubChem BioAssay.
# CendR NRP1 mod: modulators of CendR peptide binding to human neuropilin-1; O14786; FAM-RPARPAR peptide binding to NRP-1, fluorescence polarization; inhibition, % at 25 µM; 360,000 tested, 0.85% active;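 active means inhibition or corrected inhibition above about 18%, plus a signal ratio from 0.5 to 1.5, limit read from the data, passing the limit was not always enough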; further: strong numbers were not always called active
# MsrA inhibitor: inhibits bovine methionine sulfoxide reductase A; purified bovine MsrA, absorbance read-out; inhibition, % at 15.5 µM; 360,000 tested, 0.75% active; in the data active means inhibition above about 4.5%;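 further: 0% = vehicle wells with enzyme and 100% = reference inhibitor wells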
# MLLE-PAM2 inh: blocks PAM2 peptide binding to the PABP1 MLLE domain | 360,000 tested, 0.36% active | P11940 | inhibition, % at 20 µM | GST-MLLE / FITC-PAM2 fluorescence polarization; in the data active means inhibition above about 35%, passing the limit was not always enough;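 further: plate controls were DMSO wells with GST-MLLE for no effect and wells lacking GST-MLLE protein for full effect; some results filed as inactive read as strong as hits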
# Target sequence (P11940 whole entry, looked up, the tested form may be a part): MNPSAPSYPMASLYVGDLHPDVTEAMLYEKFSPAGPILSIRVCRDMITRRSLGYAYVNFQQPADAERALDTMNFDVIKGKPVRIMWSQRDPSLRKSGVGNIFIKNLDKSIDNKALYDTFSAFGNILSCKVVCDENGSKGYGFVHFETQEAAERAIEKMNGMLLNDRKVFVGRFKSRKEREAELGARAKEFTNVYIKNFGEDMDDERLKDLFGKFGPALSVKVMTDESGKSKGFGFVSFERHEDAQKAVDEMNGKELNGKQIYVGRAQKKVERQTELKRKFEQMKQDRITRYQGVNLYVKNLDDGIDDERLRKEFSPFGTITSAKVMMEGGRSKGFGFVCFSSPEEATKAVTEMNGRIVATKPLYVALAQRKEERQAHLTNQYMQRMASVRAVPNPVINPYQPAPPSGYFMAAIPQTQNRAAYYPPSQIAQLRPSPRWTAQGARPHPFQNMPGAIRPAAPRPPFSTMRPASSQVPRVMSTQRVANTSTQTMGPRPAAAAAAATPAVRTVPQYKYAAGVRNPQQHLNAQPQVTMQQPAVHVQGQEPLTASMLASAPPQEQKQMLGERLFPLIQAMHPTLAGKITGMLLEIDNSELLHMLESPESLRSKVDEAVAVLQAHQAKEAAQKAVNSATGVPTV
# bovine MsrA act: activators of bovine methionine sulfoxide reductase A; purified bovine MsrA, absorbance read-out; activation, % at 10.6 µM; 360,000 tested, 0.3% active; AID 602163; in the data active means activation above about 7.5%;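 further: 0% = vehicle and 100% = reference activator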
# MT1-MMP act inh: inhibitors of human MT1-MMP activation. HT1080 RFP-PRO-GFP cells, GFP/RFP ratio fluorescence, overnight; percent of plate control window, DMSO zero. GFP/RFP ratio change, % at 20 µM. 360,000 tested, 0.061% active;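 active means GFP/RFP ratio change of at least 30% with cell ATP level not reduced by more than half and red fluorescence within 50% of control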; further: strong numbers were not always called active
#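 system = RFP-PRO-GFP reporter HT1080 cells | dosing = 20 µM single dose, 1% DMSO | timing = overnight cell settling, then overnight compound exposure, 37 °C, 5% CO2 | read-out basis = GFP/RFP fluorescence ratio | controls = DMSO and RFP-L50D-GFP cell wells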
# SKN-1 inh: C. elegans SKN-1 inhibition; 360,000 tested, 0.49% active; inhibition, % at 21.8 µM; C. elegans VP596 Pgst-4::GFP/RFP ratio, acrylamide-induced, 24 h;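 active means interference check ratio from 0.5 to 1.5 plus GFP to RFP signal ratio inhibition reaching or exceeding a fixed threshold, cut at about 30% in these data, passing the limit was not always enough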; further: some compounds called inactive have numbers as strong as hits
# eLon inh: inhibitors of E. coli Lon protease; inhibition, % at 7.94 µM; purified E. coli Lon protease, fluorescence polarization; 360,000 tested, 0.42% active; P0A9M0; in the data active means inhibition above about 13%, passing the limit was not always enough;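 further: 0% = enzyme with probe and DMSO and 100% = no enzyme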
# FAS-TE inh: blocks the thioesterase domain of human fatty acid synthase; P49327; recombinant FAS-TE, OMFH fluorogenic substrate, fluorescence endpoint; inhibition, % at 15 µM; AID 602261; 360,000 tested, 0.67% active;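 active means compounds whose normalised, plate-corrected inhibition of enzyme fluorescence in the single-dose primary screen is 50% or more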;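 further: 0% = DMSO with enzyme and 100% = substrate without enzyme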
# Tb MetRS inh: Trypanosoma brucei MetRS inhibition. purified T. brucei MetRS, ATP depletion, Kinase-Glo luminescence. inhibition, % at 11.9 µM. AID 624268. 360,000 tested, 0.4% active;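 active means inhibition above a per-plate cutoff of the control wells' mean inhibition plus 3 SD, cut at about 5.5% in these data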;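 further: 0% = DMSO wells median and 100% = median of wells with control inhibitor compound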
#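 Material: parasite MetRS enzyme / Replication: singlicate, one well per compound / Signal: luminescence of leftover ATP / Schedule: 2 h aminoacylation at 25 °C after 15 min preincubation / Medium: HEPES-MgCl2-KCl buffer plus DTT, spermine, BSA, pyrophosphatase / Doses: 11.9 µM single point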
# * = called active by the depositor; · = not tested or not shown.
# Second line of a record: CendR NRP1 mod	MsrA inhibitor	MLLE-PAM2 inh	bovine MsrA act	MT1-MMP act inh	SKN-1 inh	eLon inh	FAS-TE inh	Tb MetRS inh
Cc1c(C(=O)N2CCC2)oc2c(F)cccc12
→ -0.1	0.7	-5.5	-5.0	5.1	9.7	-1.6	-5.5	-0.2
CC(C)NC1(C(N)=O)CCN(Cc2ccccc2)CC1
→ 19.0	0.0	-0.5	-4.0	3.2	-0.1	-2.4	-4.3	0.2
CC1=C(C(=O)Nc2ccccn2)C(c2ccc(Cl)cc2)NC(=S)N1 (stereo not given)
→ 1.5	-0.1	-128.7	-3.8	-2.4	9.6	-6.8	-0.8	1.9
Cc1ccc(S(=O)(=O)N2CCC(C(=O)NNC(=O)c3cccnc3)CC2)cc1
→ 0.2	-1.0	16.1	-13.0	-6.2	-11.1	-2.1	0.2	-1.8
CCC1CCC(C(=O)NC(C(=O)Nc2ccc3c(c2)OCCO3)C(C)C)CC1 (stereo not given)
→ -3.4	-0.1	9.1	-2.7	-8.0	-4.0	6.3	-17.8	-0.3
Cc1noc(C)c1NC(=O)Nc1cccc2c1O[C@H](CN(C)S(=O)(=O)c1c(C)noc1C)[C@@H](C)CN([C@H](C)CO)C2=O
→ -0.4	0.0	10.3	-1.1	0.4	-12.8	-3.0	3.4	-0.1
C=CCn1c(SCC(=O)/C(C#N)=C(\C)N)nc2sc(C)c(C)c2c1=O
→ -5.7	0.3	-6.4	-12.1	-2.7	-17.4	1.1	-6.1	-3.6
CCOc1cccc2c1OC1(C)CC2NC(=O)N1c1cccc(C(=O)N2CCN(c3ccccn3)CC2)c1 (stereo not given)
→ 6.7	1.1	-0.5	-2.4	-3.5	0.5	1.2	-6.1	0.2
COc1cc(/C=N/NC(=O)c2cccnc2)ccc1OC(=O)c1cccc(Br)c1
→ 8.6	·	-8.2	-2.6	-1.7	8.2	0.5	7.0	-0.2
CCCCC1=CC2=CC(=O)C(C)(OC(=O)CC)C(=O)C2=CN1C(CO)CO (stereo not given)
→ 35.3*	0.7	30.5	1.7	-6.1	26.0	-6.7	-3.5	-0.2
Cc1ccccc1Nc1nc(NCc2ccco2)c2ccccc2n1
→ -0.7	1.4	9.9	-3.8	-4.9	-3.0	-1.1	8.0	0.4
COC(=O)C1=CO[C@@H](O[C@@H]2O[C@H](CO)[C@@H](O)[C@H](O)[C@H]2O)C2C(CO)=CCC12 (stereo not given in full)
→ 10.9	-0.2	4.4	-2.8	-0.2	6.3	0.1	-6.5	-0.2
C/C=C/c1ccc(OCCCNC)c(OC)c1
→ -2.6	-0.3	-6.7	-0.8	-2.6	2.0	-6.0	-5.6	-0.5
COc1cc([N+](=O)[O-])cc(/C=C2/SC(=S)N(Cc3ccccc3)C2=O)c1O
→ -155.9	2.9	-61.8	-4.0	3.7	52.2*	-30.2	24.7	-0.8
Cn1cc(CNC(=O)COc2ccc(Cl)cc2Cl)cn1
→ -0.4	-0.2	2.4	5.4	-0.1	4.9	-11.1	-6.6	1.9
Cc1c(N=c2scc(-c3ccccc3)n2CCO)c(=O)n(-c2ccccc2)n1C
→ 2.6	-0.1	0.3	-3.7	4.7	-6.3	-10.5	-7.4	-1.0
CCc1c(C)nc(Nc2nc(C)c3ccc(OC)cc3n2)[nH]c1=O
→ 8.3	2.3	7.2	-0.6	10.7	1.4	-5.6	0.5	0.5
COc1ccc(S(=O)(=O)/C(C#N)=C/Nc2ccc(NC(C)=O)cc2)cc1
→ -3.3	3.2	12.7	0.2	0.2	15.3	-3.3	-3.1	0.0
CCN1C/C(=C/c2ccc(N3CCOCC3)cc2)C(=O)/C(=C/c2ccc(N3CCOCC3)cc2)C1
→ -160.1	0.7	-152.0	-3.9	-137.6	29.2	-378.1	-10.2	0.1
CNC(=S)N(CCCn1ccnc1)Cc1c(F)cccc1Cl
→ 15.3	-0.1	-128.7	-7.3	-0.5	-23.9	-0.9	-4.7	-0.4

# Overlap with the part before: 5 entries; new compounds follow.
# Second line of a record: CendR NRP1 mod	MsrA inhibitor	MLLE-PAM2 inh	bovine MsrA act	MT1-MMP act inh	SKN-1 inh	eLon inh	FAS-TE inh	Tb MetRS inh
Cc1c(N=c2scc(-c3ccccc3)n2CCO)c(=O)n(-c2ccccc2)n1C
→ 2.6	-0.1	0.3	-3.7	4.7	-6.3	-10.5	-7.4	-1.0
CCc1c(C)nc(Nc2nc(C)c3ccc(OC)cc3n2)[nH]c1=O
→ 8.3	2.3	7.2	-0.6	10.7	1.4	-5.6	0.5	0.5
COc1ccc(S(=O)(=O)/C(C#N)=C/Nc2ccc(NC(C)=O)cc2)cc1
→ -3.3	3.2	12.7	0.2	0.2	15.3	-3.3	-3.1	0.0
CCN1C/C(=C/c2ccc(N3CCOCC3)cc2)C(=O)/C(=C/c2ccc(N3CCOCC3)cc2)C1
→ -160.1	0.7	-152.0	-3.9	-137.6	29.2	-378.1	-10.2	0.1
CNC(=S)N(CCCn1ccnc1)Cc1c(F)cccc1Cl
→ 15.3	-0.1	-128.7	-7.3	-0.5	-23.9	-0.9	-4.7	-0.4
CC(C)CCn1cnc2c(oc3nc4c(cc32)CCCC4)c1=O
→ 7.9	-0.1	2.9	-1.8	4.2	19.1	-4.0	-0.3	0.1
Cc1nn(C(C)C(=O)O)c2ccccc12 (stereo not given)
→ -0.2	0.1	3.6	-0.7	0.2	2.5	-3.3	-7.0	-1.4
CC(=O)c1ccc(N(C)C)c2c(N(C)C)cccc12
→ -8.0	-0.4	4.0	-3.7	-2.8	0.3	-8.4	-4.8	-0.8
CCC(=O)N1CCc2cc(S(=O)(=O)NC(Cc3ccccc3)C(=O)NC3CCCCC3)ccc21 (stereo not given)
→ -14.2	0.5	-5.3	-1.2	8.2	-3.3	-12.4	-7.3	-0.6
N#Cc1cnn(-c2ccc(F)cc2)c1N
→ -19.5	-0.8	-13.0	-6.3	3.4	-2.1	-5.7	-5.6	-0.4
Nc1cccc(-c2nc3ccccc3s2)c1
→ 4.2	0.1	-8.9	-6.7	-2.3	18.7	-4.0	-7.1	-1.9
Cc1csc(NC(=O)C(NS(=O)(=O)c2ccc(Br)s2)c2ccccc2)n1 (stereo not given)
→ 18.9	-1.1	2.9	-10.1	1.5	8.1	5.2	8.1	-1.3
Cc1ccc(CC(=O)Nc2ccncc2)cc1
→ -4.1	-0.4	-3.5	-3.9	1.9	-6.9	2.5	-10.9	-0.5
CC[C@H](C)[C@H]1CNC(=S)N1CC1CCN(CC2CCC(C)CC2)CC1 (stereo not given in full)
→ 2.6	1.0	-35.3	-0.1	4.3	6.3	4.8	-6.5	-0.5
NNc1nccc(Nc2ccccc2C(=O)O)n1
→ -0.6	2.9	5.1	-6.0	-7.2	0.4	4.5	-10.0	0.1
Cc1cc(C(=O)OCC(=O)Nc2cc(C(F)(F)F)ccc2N2CCOCC2)c(C)o1
→ 6.8	-1.6	-20.4	-1.6	-14.8	13.7	5.5	40.0	-0.1
CC(C)c1ccc(/C=C/C(=O)NC(=S)NN2CCOCC2)cc1
→ 8.2	0.8	18.3	-1.2	-1.3	-14.7	7.6	0.2	-0.7
Cc1ccc(N2CCN(C(=O)C(=O)c3cccc([N+](=O)[O-])c3)CC2)cc1
→ 1.9	-0.1	·	·	1.6	-14.0	·	·	-0.3
Cc1c(S(=O)(=O)N2CCC(C)CC2)c(=O)n(C)c(=O)n1C
→ 10.9	1.1	-4.9	-2.6	0.1	-9.1	-8.4	-6.4	-0.2
Cc1c(NC(=O)c2cc(-c3ccc(O)cc3)on2)c(=O)n(-c2ccccc2)n1C
→ 0.3	2.5	1.5	-2.7	2.5	-5.8	6.2	-6.3	0.1
CCOc1nc2ccccc2nc1NS(=O)(=O)c1ccccc1
→ 9.6	2.9	-2.0	-2.9	-3.0	0.5	-2.6	-6.5	-1.4
CCOC(=O)CCC(=O)N1CCOCCOCCN(C(=O)CCC(=O)OCC)CCOCC1
→ -1.9	0.0	1.8	-2.0	0.6	-4.9	9.8	-4.7	-0.1
Cc1ccn2c(Nc3ccccc3C)c(-c3cccnc3)nc2c1
→ -1.5	1.2	2.8	-2.3	8.3	4.4	8.1	-0.7	0.3
CCN(CCCNC(=O)Cn1ncc2c([nH]c3ccccc32)c1=O)Cc1ccccc1
→ -3.1	0.6	-23.6	-4.2	-1.7	17.0	-6.7	-4.9	0.0
Cc1ccccc1NC(=O)Cn1c(C)nc2ccc(N)cc2c1=O
→ 24.3*	1.5	-7.8	-0.6	5.7	11.2	-5.6	-2.2	-0.5
O=C(COC(=O)c1ccccc1)NCC1CCCO1 (stereo not given)
→ 14.7	-0.2	11.8	1.6	8.7	7.8	-3.1	-4.7	-0.7
Cc1ccc(N/C(=N/S(=O)(=O)c2cccs2)c2ccccc2)c(C)c1
→ 7.3	-0.3	0.5	-2.5	-6.9	5.2	-1.9	-0.6	-0.3
COc1ccc(S(N)(=O)=O)cc1C(=O)OCC(=O)NC(C)(C#N)C1CC1 (stereo not given)
→ 16.6	0.5	5.5	-0.5	-1.1	-6.5	-4.9	-6.8	-0.4
COc1ccc(-n2nc([N+](=O)[O-])c(=NC3CCN(Cc4ccccc4)CC3)n2O)cc1
→ 8.2	1.2	21.9	-1.2	-0.3	0.1	-1.2	-3.8	0.2
CCOc1ccc(CCNC(=O)c2c(C)noc2C)cc1OCC
→ -43.7	-0.1	7.7	-4.4	4.3	1.4	5.2	-10.6	-0.5
Cc1ccc(N=C2SC(C(=O)NCCc3ccccc3)CC(=O)N2C)cc1C (stereo not given)
→ -3.7	0.3	-1.9	-4.8	-2.9	-10.6	-0.9	6.7	-0.7
N#Cc1cccc(N2[C@@H](Cc3cc4ccccc4n3Cc3ccccc3)COC[C@H]2Cc2ccc3ccccc3c2)c1
→ -3.8	0.3	1.5	-2.1	-1.2	-2.5	5.3	21.2	-0.2
O=C(NC(=S)Nc1ccc(S(=O)(=O)Nc2ccccc2)cc1)C1CC1
→ 11.8	0.0	13.4	-3.9	1.5	17.0	-4.8	-4.8	-0.8
Cc1ccc2c(c1)N=C(c1ccc(Cl)cc1)CO2
→ -11.2	-0.5	-5.6	-3.5	4.7	4.5	1.0	7.5	-1.5
O=C1C2C3C=CC(C3)C2C(=O)N1c1nccs1 (stereo not given)
→ -13.1	1.6	2.3	3.6	3.0	32.0	-3.3	-6.4	-0.3
Cc1n[nH]c(C)c1CCC(=O)N/N=C/c1c[nH]c2ccccc12
→ 9.6	1.6	-0.6	-3.9	-5.0	5.5	-0.4	-8.0	0.0
COc1ccccc1-n1c(CNC(=O)COc2ccccc2)n[nH]c1=S
→ -1.1	1.0	8.6	-6.0	5.0	-7.5	-3.7	-10.4	-1.0
NS(=O)(=O)c1cc(C(=O)OCCNC(=O)c2ccccc2)c(Cl)cc1Cl
→ -0.7	-0.8	5.2	-3.5	2.0	-0.8	1.4	3.0	0.1
Cc1cc(C)nc(Nc2n[nH]c(-c3ccccc3Br)n2)n1
→ -1.8	-0.8	-5.9	-3.7	-7.6	0.8	-7.2	-3.3	-0.6
CC(=O)Nc1ccc(-c2ccnc3c2CC(C)(C(=O)Nc2ccc4c(c2)OCO4)O3)cc1 (stereo not given)
→ 5.4	0.7	-3.9	-7.9	-0.4	-3.1	-15.6	-0.5	-0.3
